ROCK2 blocker – ROCK2 (human) kinase inhibition | O75116 | purified ROCK2, Kinase-Glo ATP depletion luminescence | inhibition, % at 6 µM | 0.35% of 60,000 active;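 active means inhibition above the screen-wide mean inhibition plus 3 SD, cut at about 18% in these data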;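 further: plate controls were DMSO wells for no effect and Y-27632 control wells after no-enzyme background subtraction for full effect; many of its hits are not listed in these tables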
Her2 expr inh – inhibitors of human Her2 kinase expression. P04626. SKBR-3 HER2 protein level, AlphaScreen, 18-24 h; active compounds read low. HER2 level % of control, % at 10 µM. 0.69% of 65,000 active. AID 645;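 active means HER2 level under 5% of the carrier-only control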;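 further: 100% = DMSO carrier and 0% = 500 nM PU-H71 HSP90 inhibitor; lower value means stronger loss of Her2 protein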
Target sequence (P04626 whole entry, looked up): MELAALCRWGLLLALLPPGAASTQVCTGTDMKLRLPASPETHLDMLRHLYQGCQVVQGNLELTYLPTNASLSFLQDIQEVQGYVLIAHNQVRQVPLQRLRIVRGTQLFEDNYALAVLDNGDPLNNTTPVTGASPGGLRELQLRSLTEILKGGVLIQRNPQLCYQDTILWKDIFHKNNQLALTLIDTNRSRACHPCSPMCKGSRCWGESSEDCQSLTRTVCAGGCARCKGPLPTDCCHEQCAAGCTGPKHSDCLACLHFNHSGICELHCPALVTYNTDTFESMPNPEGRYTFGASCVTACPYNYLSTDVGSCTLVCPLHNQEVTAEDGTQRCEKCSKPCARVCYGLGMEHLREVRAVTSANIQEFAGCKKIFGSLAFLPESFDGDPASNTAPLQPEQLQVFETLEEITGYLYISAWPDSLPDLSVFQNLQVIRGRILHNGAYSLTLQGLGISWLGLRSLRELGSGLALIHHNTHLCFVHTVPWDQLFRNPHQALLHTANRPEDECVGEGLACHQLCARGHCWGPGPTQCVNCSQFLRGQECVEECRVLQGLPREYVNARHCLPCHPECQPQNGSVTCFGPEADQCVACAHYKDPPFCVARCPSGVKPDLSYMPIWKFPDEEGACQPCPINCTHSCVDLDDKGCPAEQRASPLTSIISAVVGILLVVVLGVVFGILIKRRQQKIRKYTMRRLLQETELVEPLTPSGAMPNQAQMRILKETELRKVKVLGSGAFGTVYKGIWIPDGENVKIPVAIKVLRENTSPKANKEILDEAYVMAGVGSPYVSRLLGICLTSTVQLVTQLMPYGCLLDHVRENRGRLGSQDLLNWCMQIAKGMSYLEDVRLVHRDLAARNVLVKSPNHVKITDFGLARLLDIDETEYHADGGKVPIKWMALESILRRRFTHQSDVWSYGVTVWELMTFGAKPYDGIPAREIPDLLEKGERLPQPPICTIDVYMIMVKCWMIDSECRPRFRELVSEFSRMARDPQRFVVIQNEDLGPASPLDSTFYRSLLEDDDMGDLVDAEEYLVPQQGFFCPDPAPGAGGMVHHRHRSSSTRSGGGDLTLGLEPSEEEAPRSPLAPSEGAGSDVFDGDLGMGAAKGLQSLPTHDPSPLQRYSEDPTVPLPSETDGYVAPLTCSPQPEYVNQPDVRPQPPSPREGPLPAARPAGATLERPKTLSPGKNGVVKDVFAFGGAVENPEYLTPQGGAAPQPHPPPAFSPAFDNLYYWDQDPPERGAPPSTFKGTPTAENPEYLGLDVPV
Fluor 339 460 – intrinsic fluorescence of library compounds, ex339/em460 – biochemical, MLSMR library, data from DPM-DC assay, artefact control, profiling panel; 5.5% of 65,000 active; AID 709; compound autofluorescence, ex339/em460 nm, NADH buffer; active compounds read high; 1 = no-compound wells, NADH background; fluorescence fold increase at 10 µM;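 active means at 10 µM, mean starting fluorescence two-fold or more over control wells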;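 further: signal is the first read of a kinetic run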
PKA kinase inh – PKA (human) kinase inhibition; P17612; PKA Kemptide phosphorylation, Kinase-Glo ATP luminescence; inhibition, % at 6 µM; 0.1% of 65,000 active;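 active means inhibition above the screen-wide mean inhibition plus 3 SD, cut at about 21% in these data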; further: many of its hits are not listed in these tables
Hsp90 block – displaces geldanamycin probe from tumor Hsp90 | P07900 | NCI-N417 lysate Hsp90, Cy3B-geldanamycin FP displacement | inhibition, % at 30 µM | 0.35% of 64,000 active | AID 429;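 active means inhibition above 50%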;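 further: 0% = tracer plus lysate wells and 100% = tracer alone without lysate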
DUSP1 inh – human dual specificity phosphatase 1 inhibition; P28562; recombinant MKP-1, OMFP hydrolysis fluorescence; inhibition, %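 (compounds tested at a single concentration somewhere between 10 and 100 µM)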; 0.15% of 65,000 active;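 active means inhibition above about 50%, limit read from the data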;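 further: 0% = DMSO max control wells and 100% = wells with enzyme stopped by NaOH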
A340 absorber – compounds absorbing at 340 nm | 65,000 tested, under 10 active | AID 708 | fold change at 10 µM | compound absorbance at 340 nm, fold over control;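 active means at 10 µM dose, initial 340 nm absorbance at least 2 fold that of control wells; inactive means change under 2 fold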;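 further: initial absorbance extrapolated from kinetic A340 decline of NADH oxidation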
JNK3 blocker – JNK3 (human) kinase inhibition; P53779; purified JNK3 kinase activity, HTS; AID 746; 0.61% of 60,000 active; inhibition, % at 8 µM; in the data active means inhibition above about 17%;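 further: 0% = DMSO and 100% = reference inhibitor; many of its hits are not listed in these tables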
Cdc25B block – human M-phase inducer phosphatase 2 inhibition; P30305; inhibition, %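 (compounds tested at 10 µM final in the well)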; recombinant Cdc25B, OMFP fluorescence Ex485/Em525; 0.1% of 65,000 active; in the data active means inhibition above about 50%
Starred values were filed as active, the others as inactive; & = joins results of further samples.

SMILES	ROCK2 blocker	Her2 expr inh	Fluor 339 460	PKA kinase inh	Hsp90 block	DUSP1 inh	A340 absorber	JNK3 blocker	Cdc25B block
CC[C@@H]1C(=O)OC[C@@H]1Cc1cncn1C	4.9&4.0	113.3&116.6	0.97&1.02	-3.0&0.1	-2.6&2.4&1.6&2.1	-5.3&-13.3	0.99&1	5.2&-4.4	-7.4&-16.9

These rows are one share of the data; rates above refer to the full screens.
